MRP reversal = reversal of MRP1-mediated doxorubicin resistance, primary screen, H69AR cells, doxorubicin co-treatment. H69AR cells + 2 uM doxorubicin, CellTiter-Glo, 72 h. differential viability (reversal), % at 10 µM. 0.04% of 85,000 active;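 active = viability drop by adding the cancer drug above about 55%, with treated viability meeting a 40% cutoff, limit read from the data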;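 also: viability without doxorubicin minus viability with 2 µM doxorubicin for each compound; larger differential means the compound sensitizes cells more to doxorubicin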
PLAP inhibitors HTS = PLAP enzyme inhibitors, biochemical, luminescence, HTS (AID 690) | Alkaline phosphatase, placental type (Homo sapiens) | purified PLAP, luminescent substrate; higher % means a stronger effect | inhibition, % at 20 µM, or IC50 in µM where a hit was titrated | 0.08% of 96,000 active; in the data active = a potency from the dose series; inactive = the rest, 99 in 100 with inhibition below about 30%; also: strong numbers were not always called active
NFkB transloc inh = inhibitors of IL-1B driven NFkB p65 nuclear import, primary screen, imaging, HUVEC, IL-1B stimulus, high-content imaging; inhibition, % at 2 µM; 0.43% of 94,000 active; HUVEC IL-1B NFkB p65 nuclear translocation imaging;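 active = inhibition above about 30% together with a positive call from visual inspection of the well image, limit read from the data; inconclusive = inhibition above a set limit but visual check negative; inactive = inhibition not above a set limit, visual check negative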;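 also: nuclear over cytoplasmic p65 intensity ratio measured by imaging; 0% = IL-1B stimulated DMSO wells and 100% = unstimulated DMSO wells; values of inactives mirror those of a sister screen read the other way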
Bcl-B TR3 displacers = displacers of TR3 peptide from Bcl-B, primary screen, selectivity assay for Bfl-1 inhibitor project, biochemical, fluorescence polarization; displacement, % at 20 µM; hits with a dose series show IC50 in µM; Bcl-2-like protein 10 (Homo sapiens); 0.11% of 96,000 active; FP displacement of FITC-TR3 peptide from Bcl-B; higher % means a stronger effect;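 active = displacement above 50% at 20 µM plus a fluorescence interference ratio under 1.5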;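 also: plate controls were wells without compound for no effect and wells lacking Bcl-B protein for full effect; a part of the inactive calls stands beside numbers as strong as those of hits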
NFkB transloc pot = enhancers of NFkB p65 translocation in HUVEC – imaging, IL-1B stimulus, high-content imaging, primary screen. HUVEC IL-1B NFkB p65 nuclear translocation imaging. activation, % at 2 µM. 0.3% of 94,000 active. AID 819, 2007;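 active = activation above 40%, about the mean plus 3 SD, also judged a hit on visual image review; inconclusive = activation above 40% but not a hit on visual review; inactive = activation not above 40% and no visual hit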;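 also: percent activation is computed from the nuclear over cytoplasmic p65 intensity ratio; values of inactives mirror those of a sister screen read the other way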
MRP reversal cytotoxicity = recorded beside MRP reversal, whose call it bears; viability, %; H69AR cells, CellTiter-Glo, 72 h; measured here: cytotoxicity without doxorubicin
MRP reversal with doxorubicin = further read-out of MRP reversal, marked with its call; viability, %; measured here: viability with 2 uM doxorubicin; hits give low values
NFkB transloc inh cell count 2 µM = further read-out of NFkB transloc inh, marked with its call; cell count; measured here: cells passing quality filter;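 raw number of nuclei counted in each imaged well without normalization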
NFkB transloc pot cell count 2 µM = also measured in NFkB transloc pot; calls as there; cell count; measured here: cells passing quality filter
* hit, by the source's call; ? = inconclusive; . = not tested or not shown. Not all compounds are listed, so the mix of outcomes need not match the whole.

nr	SMILES	MRP reversal	MRP reversal cytotoxicity	MRP reversal with doxorubicin	PLAP inhibitors HTS	NFkB transloc inh
1	COc1cc(/C=C/c2ccc3cccc(OC)c3n2)c(OC(C)=O)c([N+](=O)[O-])c1	1	6	5	5%	2
2	CCOC(=O)C(CCCCOc1ccc([N+](=O)[O-])cc1)C(=O)OCC	.	.	.	-20%	14
3	CC(C)(C)c1[nH]nc2c1C(C1C=CCCC1)C(C#N)=C(N)O2 (stereo not drawn)	-2	92	94	1%	-10
4	C(=C/c1ccnc2nc(SC/C=C/c3ccccc3)nn12)/c1ccccc1	.	.	.	-5%	-10
5	O=C(Nc1ccon1)c1ccc(Br)o1	2	104	102	0%	-38
6	Cc1c(CNC(=O)c2cnn3c2NC(c2ccccc2)CC3C(F)(F)F)cnn1C (stereo not drawn)	17	100	83	-44%	-8
7	CCCN(/C=N/c1sc2c(c1C#N)CCCCC2)CCC	21	87	65	-11%	10
8	CN(C)c1ccc(CNC2C3CC4CC(C3)CC2C4)cc1 (stereo not drawn)	7	99	93	6%	-10
9	COC(=O)C1=CN(CC2CCCO2)C=C(C(=O)OC)C1c1ccccc1C(F)(F)F (stereo not drawn)	0	37	37	-9%	13
10	CCOC(=O)N1CCN(C(=O)C2CCC(CNS(=O)(=O)c3ccc(Cl)cc3)CC2)CC1 (stereo not drawn)	2	82	81	-5%	12

nr	NFkB transloc inh cell count 2 µM	Bcl-B TR3 displacers	NFkB transloc pot	NFkB transloc pot cell count 2 µM
1	161	1%	-2	161
2	132	3%	-14	132
3	175	17%	10	175
4	134	2%	10	134
5	161	-2%	38	161
6	116	4%	8	116
7	173	-3%	-10	173
8	146	6%	10	146
9	153	16%	-13	153
10	101	-5%	-10	101

(more compounds)
nr	SMILES	MRP reversal	MRP reversal cytotoxicity	MRP reversal with doxorubicin	PLAP inhibitors HTS	NFkB transloc inh
11	CN(Cc1ccccc1)c1ccc(S(=O)(=O)N2CCOCC2)cn1	-4	76	80	-3%	-10
12	O=C(NC1CCCC1)c1ccccc1-c1nc2ccccc2[nH]1	20	111	91	-12%	-14
13	Cn1c(CCNC(=O)c2ccccc2)nc2ccccc21	.	.	.	.	-9
14	O=C(Cc1cccs1)Nc1nc2c(ccc3ccccc32)s1	.	.	.	5%	-28
15	Cc1ccc2c3c(c(SCC(=O)Nc4nonc4C)nc2c1)CCCC3	-9	16	25	4%	.
16	COCCn1c(C)cc2c(c1=O)C(c1ccccc1F)C(C#N)=C(N)O2 (stereo not drawn)	.	.	.	7%	-19
17	COC(=O)c1ccc(NC(=O)Cn2nnc3ccccc32)cc1	.	.	.	20%	-23
18	CCn1c(/C=C/N(C)c2ccccc2)[n+](CC)c2ccc(Cl)cc21	.	.	.	23%	0
19	COc1ccc(-c2cc3nc(C)c(CCC(=O)NCc4ccco4)c(C)n3n2)c(OC)c1	18	83	65	.	5
20	O=c1[nH]c(N2CCN(c3ccccc3)CC2)nc2c1CCC2	5	96	90	2%	-9

nr	NFkB transloc inh cell count 2 µM	Bcl-B TR3 displacers	NFkB transloc pot	NFkB transloc pot cell count 2 µM
11	216	4%	10	216
12	78	-5%	14	78
13	170	.	9	170
14	148	-6%	28	148
15	.	1%	.	.
16	172	-12%	19	172
17	109	-3%	23	109
18	118	-1%	0	118
19	172	.	-5	172
20	141	-13%	9	141

(continued)
nr	SMILES	MRP reversal	MRP reversal cytotoxicity	MRP reversal with doxorubicin	PLAP inhibitors HTS	NFkB transloc inh
21	CCC(C)(C)n1nnnc1C(c1ccccc1OC)N1CCSCC1 (stereo not drawn)	8	96	88	2%	-10
22	CC(c1ccccc1F)n1cc(C(=O)NCCCn2ccnc2)nn1 (stereo not drawn)	-7	92	99	.	7
23	CC(C)Cn1nnc2c(=O)oc3ccccc3c21	.	.	.	0%	8
24	COc1ccc(NS(=O)(=O)c2ccc(OCC(=O)N3CCCC3)cc2)cc1	2	110	107	-22%	6
25	Cc1ccccc1NC1C=CS(=O)(=O)C1 (stereo not drawn)	17	71	54	-1%	-8
26	CC(NC(=O)NCc1cccnc1)(C(F)(F)F)C(F)(F)F	-4	93	98	-6%	-3
27	Cc1ccc(-c2cc(C(F)(F)F)c(C#N)c(SCCC#N)n2)o1	14	69	55	-54%	-6
28	C/C(N)=C(/C#N)C(=O)CSc1nnnn1-c1ccccc1	0	85	84	7%	3
29	COC(=O)CSc1nnc(CNS(=O)(=O)c2ccc(Cl)cc2)n1C	6	117	110	5%	-3
30	CCC(CC)C(=O)NCCc1ccc(OC)c(OC)c1	4	103	99	3%	24

nr	NFkB transloc inh cell count 2 µM	Bcl-B TR3 displacers	NFkB transloc pot	NFkB transloc pot cell count 2 µM
21	194	-9%	9	194
22	93	.	-7	93
23	100	-8%	-8	100
24	156	-4%	-6	156
25	53	-10%	8	53
26	100	-12%	3	100
27	97	-3%	6	97
28	171	34%	-3	171
29	223	8%	3	223
30	74	-4%	-24	74

(continued)
nr	SMILES	MRP reversal	MRP reversal cytotoxicity	MRP reversal with doxorubicin	PLAP inhibitors HTS	NFkB transloc inh
31	CCOCCCNC(=O)c1c[nH]c2ccc(S(=O)(=O)Nc3cccc(OC)c3)cc2c1=O	8	100	91	6%	-5
32	CCCCn1c(SCC(=O)N2CCOCC2)nnc1-c1ccoc1C	5	102	97	.	30
33	CCOC(=O)c1c(NC(=O)CSc2nnnn2-c2ccc3c(c2)OCO3)sc(C)c1C	8	60	52	-3%	1
34	Cc1ccc(S(=O)(=O)Nc2nc3ccc(S(C)(=O)=O)cc3s2)cc1	-1	95	95	0%	-12
35	COc1ccc(N2CCN(Cc3nc4c(c(=O)n(C)c(=O)n4C)n3C(C)C(C)=O)CC2)cc1 (stereo not drawn)	22	107	85	-40%	12
36	CN(C)c1ccc(CN(C(=O)COc2ccc(Br)cc2)C2CCS(=O)(=O)C2)cc1 (stereo not drawn)	10	92	82	-57%	4
37	N#CCc1ccc(C(=O)c2ccccc2F)s1	.	.	.	8%	-10
38	CC(C)CNC(=O)c1ccccc1NC(=O)CN(c1ccc2c(c1)OCCO2)S(C)(=O)=O	-9	78	87	-6%	-11
39	CC(C)NC(=O)CSc1nnc(-c2ccco2)n1N	-11	86	97	12%	1
40	O=C(CN1C(=O)C2CC=CCC2C1=O)NC1=NCCS1 (stereo not drawn)	-29	72	101	-8%	-20

nr	NFkB transloc inh cell count 2 µM	Bcl-B TR3 displacers	NFkB transloc pot	NFkB transloc pot cell count 2 µM
31	114	2%	5	114
32	20	.	-30	20
33	198	6%	-1	198
34	121	-5%	11	121
35	140	-3%	-12	140
36	89	-4%	-4	89
37	137	-2%	10	137
38	191	1%	11	191
39	187	5%	-1	187
40	180	0%	20	180

Looked up by compound from the list above (5):
nr	SMILES	MRP reversal	MRP reversal cytotoxicity	MRP reversal with doxorubicin	PLAP inhibitors HTS	NFkB transloc inh
13	Cn1c(CCNC(=O)c2ccccc2)nc2ccccc21	.	.	.	.	-9
35	COc1ccc(N2CCN(Cc3nc4c(c(=O)n(C)c(=O)n4C)n3C(C)C(C)=O)CC2)cc1 (stereo not drawn)	22	107	85	-40%	12
12	O=C(NC1CCCC1)c1ccccc1-c1nc2ccccc2[nH]1	20	111	91	-12%	-14
18	CCn1c(/C=C/N(C)c2ccccc2)[n+](CC)c2ccc(Cl)cc21	.	.	.	23%	0
37	N#CCc1ccc(C(=O)c2ccccc2F)s1	.	.	.	8%	-10

nr	NFkB transloc inh cell count 2 µM	Bcl-B TR3 displacers	NFkB transloc pot	NFkB transloc pot cell count 2 µM
13	170	.	9	170
35	140	-3%	-12	140
12	78	-5%	14	78
18	118	-1%	0	118
37	137	-2%	10	137

Continued.
nr	SMILES	MRP reversal	MRP reversal cytotoxicity	MRP reversal with doxorubicin	PLAP inhibitors HTS	NFkB transloc inh
41	CC(C)CNC(=S)N1CCN(C)CC1	.	.	.	-7%	-1
42	CCOc1cccc(C(=O)Nc2cccc(-c3nnc(-c4ccccc4)o3)c2)c1	-7	15	22	8%	14
43	O=C(Cc1cccc2ccccc12)Nc1nc2ccccc2[nH]1	.	.	.	-4%	8
44	Cc1ccc(NCC(=O)N/N=C/c2ccc(OC(=O)c3ccco3)cc2)cc1	.	.	.	8%	4
45	O=C(Nc1cc(C(F)(F)F)ccc1F)C1CCCCC1	10	98	88	17%	10
46	CCCCn1nc2cc(C(=O)NCc3ccc(C(F)(F)F)cc3C(F)(F)F)ccc2c1OCC	.	.	.	11%	-10
47	Cc1nc(CC(=O)N2CCN(S(=O)(=O)c3ccccc3C#N)CC2)cs1	18	98	80	10%	3
48	Cc1ccc(-n2c(SCC(=O)NCc3ccco3)nnc2-c2cccnc2)c(C)c1	.	.	.	.	4
49	COc1ccc2c(c1)C(C)CC(C)(C)N2C(=O)CSc1nc2ccccc2s1 (stereo not drawn)	.	.	.	6%	-46
50	CCOc1cc(C2Nc3cccc4cccc(c34)N2)ccc1O	-2	36	38	-1%	-10

nr	NFkB transloc inh cell count 2 µM	Bcl-B TR3 displacers	NFkB transloc pot	NFkB transloc pot cell count 2 µM
41	112	-4%	1	112
42	130	-7%	-14	130
43	132	-8%	-8	132
44	147	-7%	-10	141
45	64	3%	-10	64
46	130	-2%	10	130
47	95	-5%	-3	95
48	78	16%	-4	78
49	132	0%	?	.
50	135	2%	10	135

The results go on.
nr	SMILES	MRP reversal	MRP reversal cytotoxicity	MRP reversal with doxorubicin	PLAP inhibitors HTS	NFkB transloc inh
51	Cn1cccc1/C=C1\SC(=O)N(CC(=O)Nc2ccc(Cl)cc2)C1=O	.	.	.	19%	-9
52	COc1ccc(NC(=O)CSc2nc3ccccc3c(=O)n2CCNC(C)=O)c(OC)c1	14	93	78	-14%	6
53	O=C(Nc1cc(=O)[nH]c2ncnn12)c1ccc(Cl)cc1Cl	.	.	.	-4%	4
54	CCCC(=O)c1ccc(N2CCN(C(=O)c3ccc(Br)cc3)CC2)c(F)c1	.	.	.	-10%	-9
55	Cc1cccc(OCc2nnc(SCc3nc4cc(C(F)(F)F)ccc4c(=O)[nH]3)o2)c1	-5	74	79	-70%	16
56	O=C(c1ccc(F)cc1)c1c[nH]c(C(=O)NCc2ccco2)c1	.	.	.	21%	-3
57	C=CCN(C(=O)c1ccccc1)c1ccc(OC)cc1	-50	24	73	-15%	-20
58	O=S(=O)(c1ccc(-c2cn3ccccc3n2)cc1)N1CCOCC1	4	81	77	-28%	-32
59	CC(=O)c1cccc(NC(=O)Nc2cccnc2)c1	7	95	88	.	9

nr	NFkB transloc inh cell count 2 µM	Bcl-B TR3 displacers	NFkB transloc pot	NFkB transloc pot cell count 2 µM
51	94	0%	9	94
52	136	6%	-6	136
53	185	-17%	-4	185
54	189	2%	9	189
55	114	-177%	-16	114
56	121	8%	3	121
57	167	-7%	20	167
58	171	-35%	32	171
59	107	.	-9	107

Compound activity: PubChem, several laboratories
